Screens deposited in PubChem BioAssay by Broad Institute.
LGR2 antag: blocks bursicon-induced cAMP signaling via Drosophila LGR2 | AID 720647 | inhibition, % at 9.99 µM | HEK293 LGR2, CRE-luciferase, bursicon-stimulated, 4 h | 0.35% of 380,000 active;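 active = drop in luminescence signal, shown as inhibition above about 50% in the replicate tests, limit read from the data, passing the limit was not always enough; inconclusive = probably only some replicates passing the limit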;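 also: agonist challenge used bursicon conditioned medium at about half maximal strength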
CASP6 VEID inh: caspase-6 (human) enzyme inhibition. P55212. purified caspase-6, Z-VEID-R110 cleavage fluorescence. inhibition, % at 12.5 µM. 0.53% of 350,000 active;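 active = mean inhibition across replicates at least about 35%, with every replicate also reaching that limit, limit read from the data; inconclusive = only one of the two criteria met; inactive = neither criterion met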;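 also: 0% = median of neutral control wells and 100% = no fluorescence left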
Target sequence (P55212 24-179 limits assumed): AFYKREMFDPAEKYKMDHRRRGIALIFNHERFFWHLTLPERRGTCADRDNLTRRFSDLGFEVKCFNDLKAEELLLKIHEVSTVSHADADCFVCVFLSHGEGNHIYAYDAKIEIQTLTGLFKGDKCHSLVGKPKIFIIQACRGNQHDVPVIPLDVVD
Target sequence (P55212 194-293 limits assumed): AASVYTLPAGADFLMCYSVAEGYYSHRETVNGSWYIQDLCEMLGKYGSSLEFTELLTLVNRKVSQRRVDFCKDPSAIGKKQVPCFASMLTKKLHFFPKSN
miR122 inh: inhibitors of miR-122 in Huh7 cells | Huh7 miR-122 Renilla luciferase sensor, 48 h; neutral wells = 0, positive control = 100 | activation (reporter increase), % at 12.5 µM | 0.3% of 340,000 active;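 active = mean replicate activation score at least 90 and every replicate individually at or above 90; inconclusive = only one of the two criteria met; inactive = neither criterion met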;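 also: higher luciferase means less miR-122 activity so hits act as miR-122 inhibitors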
PGC1a acetyl inh: PGC1a acetylation modulation, inhibitor mode; 0.17% of 350,000 active; inhibition, % at 15.6 µM; U2OS PGC1a acetylation, AlphaScreen anti-acetyl-lysine; with virally co-expressed GCN5 acetyltransferase; AID 651687;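 active = every replicate shows inhibition of at least 40%; inconclusive = mean inhibition at least 40% but some replicate below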;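 also: 0% = neutral control wells and 100% = positive control wells; some results beyond the cut were filed as inactive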
PAX8 reporter: lowers PAX8-driven luciferase in RMG-I cells. AID 652154. inhibition, % at 12.6 µM. RMG-I TPO-luciferase reporter, SteadyGlo, 24 h. 1.2% of 360,000 active;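 active = mean replicate inhibition at least 60% with every replicate also reaching 60%; inconclusive = only one of the two criteria is met; inactive = mean below 60% and not all replicates reaching 60%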;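 also: luciferase light reporting Pax8 driven TPO promoter activity; plate controls were median of neutral control wells for no effect and mitoxantrone controls for full effect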
Cneo AK release: Cryptococcus neoformans lysis via adenylate kinase release. AID 651654. lysis activity, % at 15 µM. 0.2% of 360,000 active. C. neoformans lysis, adenylate kinase release luminescence, 4 h; normalised: neutral wells 0, clomiphene wells 100;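 active = mean lysis activity across replicates of at least 80%, whatever share of replicates individually reach that level; inactive = mean lysis activity below 80%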
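Assay system: log-phase C. neoformans yeast / Quantity: yeast cell density of 5 × 10^6 cells/mL / Medium: fresh YPD growth medium / Compound: single dose / Timing: static 4 h at 37 °C with compound, 1 h detection / Measured by: adenylate kinase release luminescence / Read-out: lysis from increased AK signal / Benchmarks: Clomiphene as positive lysis control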
FN deposition inh: fibronectin deposition inhibition. AH1F fibroblasts, Alexa488-fibronectin deposition fluorescence, overnight. inhibition, % at 12.6 µM. 0.086% of 350,000 active. AID 743247;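 active = mean inhibition across replicates of 30% or more, regardless of how many single replicates reach that level; inconclusive = mean under 30% yet at least half of replicates reach 30%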;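 also: positive control wells lacked labelled fibronectin entirely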
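Assay system: AH1F fibroblasts / Quantity: 10000 cells per well / Medium: DMEM plus 2% serum, read in PBS / Reagent: labelled fibronectin 24 nM / Dosing: single dose, pinned / Times: 1 h cell attachment, overnight exposure to compound and label / Signal: fluorescence, ex 485 nm, em 525 nm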
EWS-Fli block: inhibitors of EWS/Fli oncoprotein transcriptional activity; A673 NR0B1-luciferase reporter, viability-normalised; inhibition, % at 12.6 µM; 0.67% of 350,000 active; AID 651661;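 active = mean inhibition of at least 50% after viability correction, with every replicate also passing that limit; inconclusive = mean reaches 50% but only one of two replicates passes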;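 also: firefly luciferase signal divided by Alamar Blue viability fluorescence both relative to DMSO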
Starred values were filed as active, the others as inactive; ? = inconclusive; . = not tested or not shown; [ ] = remark or other dose.

entry	molecule	LGR2 antag	CASP6 VEID inh	miR122 inh	PGC1a acetyl inh
1	O=C(/C=C/c1ccc([N+](=O)[O-])cc1)Oc1ccc(/C=N/NC(=O)c2ccncc2)cc1	-2.4	-3.8	-1.1	3.9
2	CCN1CCN(C(=O)C2CCCN(c3ncnc4c3nc3n4CCCCC3)C2)CC1 (configuration not stated)	2.4	-0.5	.	3.9
3	O=C(CCS(=O)(=O)Cc1ccccc1F)NCc1ccccc1Cl	9.8	-0.7	-8.6	2.4
4	Nc1ccccc1C#Cc1ccccc1	-141.2	-10.6	.	.
5	CCCNC(=O)Nc1ccc2c(c1)C(=O)N(C)C[C@H](OC)[C@H](C)CN(Cc1cccnc1)[C@@H](C)CO2	11.5	0.5	.	-1.2
6	COC(=O)c1ccc(NC(=O)CCS(=O)(=O)c2ccc3c(c2)NC(=O)C(C)S3)cc1 (configuration not stated)	-6.1	10.5	0.4	-9.5
7	Cc1cc(C)cc(NC(=O)CN2C(=O)NC(Cc3c[nH]c4ccccc34)C2=O)c1 (configuration not stated)	-2.8	1.8	.	.
8	COCCNc1nc(-c2cc(F)ccc2C)c2sc(-c3ccccc3)cc2n1	-25.4	-0.7	8.5	.
9	CN(C)c1ccc(CN2CCC(C(=O)NC(c3ccc(Cl)cc3)c3cnccn3)CC2)cc1 (configuration not stated)	-0.4	-0.7	-2.8	-1.8
10	COc1cccc(CN2CCCCN3[C@H](CO)[C@@H](c4ccc(C#Cc5cccnc5)cc4)[C@@H]3C2)c1	-16.5	-2.0	-6.6[16.7 µM]	-10.9
11	[O-][n+]1c2c(nn1-c1ccc(Cl)c(Cl)c1)-c1nonc1CC2	34.0	-2.9	.	1.8
12	O=C(Nc1ccc(CN2CCOCC2)cc1)c1ccc(N2CCCC2)c([N+](=O)[O-])c1	9.9	-5.6	.	.

entry	PAX8 reporter	Cneo AK release	FN deposition inh	EWS-Fli block
1	-12.1	0.3	-4.2	3.7
2	1.0	5.1	2.3	2.3
3	-27.4	2.8	3.1	0.7
4	-250.6	-4.8	-0.1	17.4
5	8.3	4.0	-7.3	4.4
6	8.8	-0.6	3.9	0.0
7	1.2	0.3	4.9	15.3
8	11.0	-1.2	-1.1	20.3
9	-11.3	-0.4	-2.3	-0.5
10	-13.9	-1.7	.	14.2
11	8.5	.	3.5	9.2
12	-15.0	.	3.9	3.0

Following part.
entry	molecule	LGR2 antag	CASP6 VEID inh	miR122 inh	PGC1a acetyl inh
13	O=C(C[C@@H]1CC[C@H]2NC[C@H](O)COC[C@@H]2O1)Nc1nccs1	27.1	.	-0.4[16.7 µM]	-5.8
14	CCCn1ncc(CN2CCC(CO)(CC3CCCCO3)CC2)c1C (configuration not stated)	?	0.3	80.3	6.9
15	CCN(CCO)Cc1cc(=O)oc2cc3c(cc12)CCC3	4.2	2.0	.	3.2
16	CC1CCCCC1NCc1cccc([N+](=O)[O-])c1 (configuration not stated)	-14.8	-2.7	8.5	-9.5
17	O=C(Nc1ccccc1NC(=O)c1csnn1)c1csnn1	-61.5	0.4	.	2.7
18	CCOc1ncccc1C(=O)OCC(=O)Nc1ccc2c(c1)CCC2	-15.5	2.1	-3.4	0.2
19	CC(C)CC(NC(=O)c1ccc(Cl)cc1)C(=O)OCC(=O)c1ccc2c(c1)NC(=O)CO2 (configuration not stated)	-4.7	.	-5.7	?
20	CSc1ccccc1OCc1cc(C(=O)NCc2csc(C(C)C)n2)no1	5.2	-1.9	3.4	-0.2
21	CC(=O)c1ccc(O)c(CC=C(C)C)c1O	-5.1	4.1	-4.3	0.7
22	Cc1ccc(Cl)cc1N1CCN(C(=O)C2CCN(S(C)(=O)=O)CC2)CC1	5.6	-2.9	1.2	0.8
23	O=C(C[C@@H]1C[C@H]2c3cc(NC(=O)Nc4ccccc4)ccc3O[C@H]2[C@@H](CO)O1)NCC1CC1	-10.5	-7.4	-3.3[16.7 µM]	-6.3
24	C[C@H](CO)N1C[C@H](C)[C@H](CN(C)C(=O)Nc2cccc3ccccc23)Oc2ncc(/C=C/c3ccccc3)cc2C1=O	14.4	.	.	2.5

entry	PAX8 reporter	Cneo AK release	FN deposition inh	EWS-Fli block
13	-16.7	-0.9	-18.3	-3.7
14	-4.7	.	3.7	-0.9
15	8.4	.	3.0	3.9
16	-26.1	.	-22.5	-4.4
17	16.5	.	-8.6	4.1
18	-9.5	-0.2	8.8	-5.9
19	.	0.1	.	.
20	6.4	-2.2	-15.4	-17.5
21	.	1.6	.	1.1
22	8.1	-0.5	1.0	1.6
23	.	-0.1	4.3	1.8
24	53.4	10.7	.	0.6

Single records, from the list above.
O=C(C[C@@H]1CC[C@H]2NC[C@H](O)COC[C@@H]2O1)Nc1nccs1 reads LGR2 antag: 27.1; CASP6 VEID inh: .; miR122 inh: -0.4[16.7 µM]; PGC1a acetyl inh: -5.8; PAX8 reporter: -16.7; Cneo AK release: -0.9; FN deposition inh: -18.3; EWS-Fli block: -3.7
CC1CCCCC1NCc1cccc([N+](=O)[O-])c1 (configuration not stated) reads LGR2 antag: -14.8; CASP6 VEID inh: -2.7; miR122 inh: 8.5; PGC1a acetyl inh: -9.5; PAX8 reporter: -26.1; Cneo AK release: .; FN deposition inh: -22.5; EWS-Fli block: -4.4

Carrying on:
entry	molecule	LGR2 antag	CASP6 VEID inh	miR122 inh	PGC1a acetyl inh
25	Cc1ccccc1C(=O)NNC(=O)CSc1nc2ccccc2c(=O)[nH]1	-4.1	5.6	.	16.8
26	CCOC(=O)C1(CCOc2ccccc2)CCN(Cc2ccc(O)c(OCC)c2)CC1	.	-1.2	-3.1	-0.7
27	CCOC(=O)c1cccnc1SC(CC)C(=O)NCc1ccco1 (configuration not stated)	5.7	.	-3.1	-32.1
28	COc1ccc(NC(=O)Cn2c3ccc(OC)cc3c3nc4n(c(=O)c32)CCS4)cc1	21.1	-1.0	.	.
29	CCOC(=O)C1(C)CCCN(C(=O)c2cccc(C#N)c2)C1 (configuration not stated)	-4.7	-2.8	-1.9	.
30	C[C@@H]1CN([C@H](C)CO)S(=O)(=O)c2ccc(C#C[C@@H](C)O)cc2O[C@H]1CN(C)Cc1ccccn1	-3.7	-0.3	-8.7[16.7 µM]	5.6
31	CC(C)Oc1cccc(C(=O)C2CCCN(C(=O)CCn3cnnn3)C2)c1 (configuration not stated)	2.8	2.7	-0.7	.
32	O=C(Nc1ccccc1C(F)(F)F)c1ccc(F)c(S(=O)(=O)N2CCOCC2)c1	-4.3	.	2.2	-15.5
33	CS(=O)(=O)N1CCCCC1c1cc(C(=O)NCc2ccccc2)no1 (configuration not stated)	-7.9	-0.1	0.1	-0.6
34	C[C@@H]1CN([C@H](C)CO)C(=O)c2cc(NC(=O)Nc3ccc4c(c3)OCO4)ccc2O[C@@H](C)CCCCO[C@@H]1CN(C)C(=O)c1ccccc1	-1.0	0.8	2.1[16.7 µM]	.
35	CCS(=O)(=O)N1CCC(NC(=O)C(Cc2ccc(OC)c(OC)c2)NC(C)=O)CC1 (configuration not stated)	6.9	0.3	-4.2	-1.4
36	CCOc1cc(C(=O)OCC(=O)Nc2ccc(SC(F)F)cc2)cc(OCC)c1OCC	14.8	.	-5.6	-2.5

entry	PAX8 reporter	Cneo AK release	FN deposition inh	EWS-Fli block
25	-0.7	.	-0.6	-3.8
26	26.2	-2.4	14.8	20.0
27	.	-0.6	4.4	.
28	-0.9	-10.6	5.4	9.3
29	-2.4	1.3	-0.4	2.6
30	.	-1.5	.	1.9
31	-18.7	1.7	10.0	0.2
32	.	-0.2	.	.
33	-3.9	1.1	1.2	-3.2
34	4.6	48.3	.	1.3
35	-6.5	3.2	2.9	-0.1
36	-0.2	2.1	-3.6	-6.3

(list continues)
entry	molecule	LGR2 antag	CASP6 VEID inh	miR122 inh	PGC1a acetyl inh
37	O=C(C[C@@H]1C/C=C\C[C@@H](Cc2ccc(F)cc2)C(=O)OCCNC1=O)NCCO	11.7	-1.5	1.1	-8.0
38	Cc1cc(C)n(-c2cc(N3CCOCC3)ncn2)n1	9.0	-0.5	-3.0	9.8
39	CCCc1nc2sc3c(c2c(=O)n1NC(=O)CCC(=O)O)CCCC3	.	6.5	-8.3	9.7
40	Cc1ccc(NC(=O)NC(=O)CN2CCCC2c2ccc3c(c2)OCCO3)cc1C (configuration not stated)	-15.6	-3.7	7.3	-2.4
41	C[C@H]1CN([C@@H](C)CO)C(=O)c2cc(NC(=O)C3CCCCC3)ccc2O[C@H]1CN(C)S(C)(=O)=O	-13.3	1.0	-6.7[16.7 µM]	.
42	Cc1cccc(CSc2nnc([C@@H]3CCCN3C(=O)OC(C)(C)C)o2)c1	16.1	0.0	.	.
43	N#Cc1c(-c2ccccc2)cc(C2CC2)nc1N	.	.	-0.2	1.2
44	CCOC(=O)c1ccc(NC(=O)COc2ccc(S(=O)(=O)NC(C)C)cc2)cc1	20.1	1.0	-3.4	-14.4
45	O=C(NCc1ccccc1F)C1CCCN1C(=O)Nc1ccc(F)cc1 (configuration not stated)	7.0	0.3	1.3	.
46	C[C@H](CO)N1C[C@H](C)[C@@H](CN(C)C(=O)C2CCCCC2)Oc2cc(C#Cc3ccncc3)ccc2S1(=O)=O	4.5	0.9	-11.4[16.7 µM]	?
47	COc1ccc2cc(C(=O)NCc3ccccc3)c(=Nc3ccc(C(=O)O)cc3)oc2c1	-36.9	.	2.5	-11.0
48	CCC(Cc1ccccc1)NS(=O)(=O)c1c(C)nc2sccn2c1=O (configuration not stated)	-0.5	-2.6	-1.2	8.1

entry	PAX8 reporter	Cneo AK release	FN deposition inh	EWS-Fli block
37	2.6	-0.9	4.0	-1.9
38	-2.6	1.2	-6.8	1.7
39	.	-2.8	.	5.9
40	-14.6	1.8	-1.3	-15.3
41	-6.2	-3.5	.	0.6
42	-16.5	.	-5.2	-1.2
43	.	0.8	1.5	.
44	.	-0.7	.	3.1
45	8.4	-1.8	2.3	4.6
46	34.3	-0.5	.	5.0
47	-119.8	.	-15.8	16.8
48	-11.7	1.1	-0.3	-2.7

Following part
entry	molecule	LGR2 antag	CASP6 VEID inh	miR122 inh	PGC1a acetyl inh
49	COc1ccc(-c2cc(N3C(=O)Nc4ccccc4N3O)n[nH]2)cc1OC	-7.4	1.8	.	.
50	COc1ccccc1NC(=O)CSc1nc2ccccc2cc1Cc1ccccc1	-7.7	-3.6	2.0	-2.6
51	CN(C)Cc1c(C(C)(C)O)[nH]c2ccc(C(F)(F)F)cc12	-12.3	-1.7	3.7	-6.1
52	Cc1ccc(C(=O)Nc2cccc(C(=O)O)c2)cc1S(=O)(=O)N1CCOCC1	48.1	-5.4	-5.4	-6.9

entry	PAX8 reporter	Cneo AK release	FN deposition inh	EWS-Fli block
49	31.0	.	-5.5	-42.0
50	.	0.2	.	-13.3
51	-23.7	-1.7	-20.2	1.4
52	.	-4.0	.	23.9

3 of the entries above in order of the PGC1a acetyl inh value, low to high.
cpd | Molecule | PGC1a acetyl inh
52 | Cc1ccc(C(=O)Nc2cccc(C(=O)O)c2)cc1S(=O)(=O)N1CCOCC1 | -6.9
51 | CN(C)Cc1c(C(C)(C)O)[nH]c2ccc(C(F)(F)F)cc12 | -6.1
50 | COc1ccccc1NC(=O)CSc1nc2ccccc2cc1Cc1ccccc1 | -2.6
